Screening results: PubChem BioAssay, National Center for Advancing Translational Sciences (NCATS)
TCR act: activates T cell receptor signaling | AID 504894 | primary human leukocytes, anti-CD3, IL-2 HTRF, 48 h | 330,000 tested, under 10 active | Potency, µM (highest dose often 9.22 µM), inactives show at the top dose activation of IL-2 secretion, usual class: activators; also: % of control where 0% means no effect
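HTRF read-out of IL-2 secretion: europium cryptate donor excited at 320nm, d2 acceptor emission at 665nm. Cells were primary human leukocytes incubated 48 hr with compounds and a-CD3 beads, supplying TCR signal only.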
Eya2 inh: Eya2 (human) phosphatase inhibition | recombinant Eya2, OMFP fluorescence dephosphorylation (OMFP is methylfluorescein phosphate) | AID 488837 | Potency, µM (doses to about 76.9 µM), inactives show top-dose activity, negative = inhibition, most hits filed as inhibitors | O00167 | hit rate 0.006% among 330,000; also: potency is read from the fitted curve at half-maximal effect; % is scaled to controls: 0 for no effect and ±100 for the full control effect
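Eya2 protein (added as 0.2 uM solution) was preincubated with compound for 10 min at ambient temperature in 50 mM HEPES pH 7.5, 50 mM NaCl, 5 uM MgCl2, 0.05% BSA, 1 mM DTT. OMFP (added at 50 uM) then reacted 10 min; fluorescence read at 485/525 nm.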
ASM inhibitor: inhibitors of human secretory acid sphingomyelinase; hit rate 0.006% among 340,000; P17405; placental ASM, HMU-PC fluorogenic substrate, 60 min; Potency, µM (top dose mostly 57.5 µM), for the others: at the top dose activity change, negative = inhibition, most hits filed as inhibitors; also: potency is read from the fitted curve at half-maximal effect
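Human placenta-derived ASM preincubated with compound 10 min at room temperature, then reacted with 9 uM (final) fluorogenic HMU-PC substrate for 60 min at 37 C. Stop solution raises pH to 10; fluorescence read at Ex 386/Em 447 nm.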
ELG1 DNA repair: blocks ELG1-dependent DNA repair in HEK293T cells; HEK293T ELG1-luciferase reporter, luminescence, 16 h; DNA damage induced by 5-fluorouridine; Potency, µM (titrated, usually from 46.1 µM), inactives show top-dose activity change, negative = inhibition, hits mostly inhibitors; hit rate 2.3% among 330,000; AID 504467; also: potency is read from the fitted curve at half-maximal effect; % is scaled to controls: 0 for no effect and ±100 for the full control effect; nearly all actives have a fitted effect of over 55% in size
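DMSO vehicle served as the neutral condition. Each well held 2,000 cells given 5-fluorouridine plus compound; after 16 hr at 37 °C/5% CO2, ONE-Glo was added and luciferase measured 30 min later.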
Integrin act MD: integrin-mediated muscular dystrophy alleviation activation. alpha7betagal myoblasts, beta-gal FDG fluorescence, 48 h. Potency, µM (top dose mostly 38.3 µM), for inactives: at the highest dose activation, most hits filed as activators. hit rate 0.064% among 350,000. AID 624291;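 also: potency is read from the fitted curve at half-maximal effect; 100% = response of the positive control SU9516; nearly all actives have a fitted effect of over 60% in size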
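alpha7betagal+/- myoblasts (passage 13, 250/well) treated 48 h at 37C with compounds at 1:260 dilution of DMSO stock. Lysed, then beta-galactosidase activity read as FDG fluorescence (ex 480/em 540) after 30 min, with pre-read for autofluorescence.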
Tb PFK block: inhibitors of T. brucei phosphofructokinase. O15648. AID 485367. Potency, µM (titrated, usually from 57.5 µM), for the others: at the top dose activity, negative = inhibition, actives largely listed as inhibitors. T. brucei PFK, ADP-Glo luminescence. hit rate 0.17% among 330,000;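 also: potency is read from the fitted curve at half-maximal effect; 0% = uninhibited 1x PFK enzyme wells and -100% = no-enzyme wells; nearly all actives have a fitted effect of over 60% in size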
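Luminescent ADP detection (ADP-Glo, two-step: ATP depletion then ADP-to-ATP conversion for luciferase) reported PFK activity after 45 min room-temperature reaction of 1.25 nM enzyme with 0.5 mM F6P and 0.1 mM ATP at pH 8.0.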
AT treatment: potential ataxia-telangiectasia treatments restoring KAP-1 phosphorylation; Potency, µM (series often up to 57.5 µM), for the others: at the top dose activation, usual class: activators; […] A-T fibroblasts, KAP-1 phosphorylation AlphaLISA; neocarzinostatin DNA damage 30 min before lysis; AID 485349; hit rate 0.19% among 320,000; also: potency is read from the fitted curve at half-maximal effect; % of control where 0% means no effect; nearly all actives have a fitted effect of over 45% in size
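hTERT-immortalized A-T patient fibroblasts ([…]), 500 cells/well in OPTI-MEM, 1% FBS, got compounds for 60 min, then NCS for 30 min at 37C. Lysates were then assayed for phospho-KAP-1 by AlphaLISA (anti-pKAP1 donor, anti-KAP1 acceptor beads), 6 hr at 25C.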
Chronic BCR inh: blocks chronic active B-cell receptor signaling; ABC-DLBCL IkBa-CBG/CBR reporter, luminescence ratio, 4 h; hit rate 0.05% among 340,000; Potency, µM (series often up to 46.1 µM), for inactives: at the highest dose ratio change, negative = lower green/red ratio, usual class: inhibitors; active = well fitted inhibition curve with a large enough effect in the signal ratio, with a control signal flat, not every such curve was filed as active; inconclusive = small, poorly fitted or top-dose-only effect, or effect the other way, or a change in a side signal; the % refers to the signal ratio;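 also: potency is read from the fitted curve at half-maximal effect; plate controls were basal doxycycline-induced cells for no effect and cells given 10 µM MG132 for full effect; MG132 reads +100%, hits lower the ratio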
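Cell line TMD8 (human ABC DLBCL), stably expressing tet-inducible CBG68-IkBa fusion and CBR; IMDM/0.5% FBS; cpd up to 46 uM; dox induction, 4 h, 37C/5% CO2; dual luminescence; green/red ratio; MG132 control.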
PTAP TSG101 blk: blocks PTAP/TSG101 interaction to inhibit HIV-1 budding | Q99816 | Fluorescence polarization, FITC-PTAP peptide / Tsg101 binding | Potency, µM (doses to about 115 µM), without a hit: at the highest dose activity change, negative = inhibition, actives largely listed as inhibitors | 340,000 tested, under 10 active; active = well fitted inhibition curve with a large enough effect in the main read-out, with a control signal flat, not every such curve was filed as active; inconclusive = small, poorly fitted or top-dose-only effect, or effect the other way, or a change in a side signal; inactive = no such curve, though single readings can be large or run the other way; also: potency is read from the fitted curve at half-maximal effect; % of control where 0% means no effect
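Fluorescence polarization binding of Tsg101 binding domain (10 uM final) to FITC-labeled PTAP peptide (50 nM final) in HEPES pH 7.5 buffer with NaCl, Tween 20, EDTA, TCEP. Compounds added before peptide; binding 20 min at RT.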
Mito fusion act: blocks mitochondrial division or promotes mitochondrial fusion. S. cerevisiae fusion-defective mutant growth rescue, CellTiterGlo 48 h. Potency, µM (doses to about 46.1 µM), for the others: at the highest dose growth rescue (activation), usual class: activators. hit rate 0.23% among 320,000. AID 485298;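 also: potency is read from the fitted curve at half-maximal effect; % of control where 0% means no effect; nearly all actives have a fitted effect of over 45% in size; temperature-sensitive fusion mutants such as fzo1-1 at 37 °C on non-fermentable ethanol glycerol medium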
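Compounds are tested for their ability to restore growth of mitochondrial fusion-defective yeast strains at non-permissive 37C in YPEG medium over 48 hours. Viability is quantified by luciferase luminescence.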
TSHR antag: antagonists of human thyroid stimulating hormone receptor; TSHR-expressing cells, TSH-stimulated cAMP HTRF, 2 h; active compounds read low; activity change, negative = inhibition, % at 11.5 µM; hit rate 0.2% among 330,000; AID 504810;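 active = activity change below a set negative limit, meaning inhibition stronger than a set level, cut at about -70% in these data; inconclusive = activity change between two set negative limits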; also: % is scaled to controls: 0 for no effect and ±100 for the full control effect
Target sequence (P16473 whole entry, looked up): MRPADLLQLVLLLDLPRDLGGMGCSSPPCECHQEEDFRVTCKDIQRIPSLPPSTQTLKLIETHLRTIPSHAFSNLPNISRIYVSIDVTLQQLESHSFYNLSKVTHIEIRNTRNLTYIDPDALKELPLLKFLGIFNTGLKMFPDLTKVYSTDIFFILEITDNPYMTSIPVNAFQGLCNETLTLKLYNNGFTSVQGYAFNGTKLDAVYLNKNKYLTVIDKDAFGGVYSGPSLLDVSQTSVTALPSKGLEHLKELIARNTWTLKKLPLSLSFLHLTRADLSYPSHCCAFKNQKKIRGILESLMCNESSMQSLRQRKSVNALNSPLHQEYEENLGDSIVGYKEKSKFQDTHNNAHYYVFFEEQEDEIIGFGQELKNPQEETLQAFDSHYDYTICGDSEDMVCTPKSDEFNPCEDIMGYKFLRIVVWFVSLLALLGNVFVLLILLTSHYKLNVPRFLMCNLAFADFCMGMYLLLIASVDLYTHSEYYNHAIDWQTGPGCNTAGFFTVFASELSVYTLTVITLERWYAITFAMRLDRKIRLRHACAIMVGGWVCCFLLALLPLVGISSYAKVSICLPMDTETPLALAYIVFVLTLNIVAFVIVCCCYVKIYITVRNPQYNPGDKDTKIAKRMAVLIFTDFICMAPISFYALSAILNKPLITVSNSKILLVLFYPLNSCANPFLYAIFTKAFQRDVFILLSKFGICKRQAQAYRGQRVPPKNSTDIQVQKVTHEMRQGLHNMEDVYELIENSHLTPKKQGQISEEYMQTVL
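Inhibition of cAMP made by TSHR-expressing cells under TSH stimulation (4nM final, EC80; 2 h, 37 deg C) is quantified with a one-step lysis HTRF kit, anti-cAMP cryptate versus cAMP-d2.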
An asterisk follows results filed as active; ? = inconclusive; nt = not tested or not shown; [ ] = another dose, or the depositor's remark. Unless noted, calls follow the shape of the dose curve; as a rule, active = well fitted curve in the direction sought with a large enough effect; inconclusive = small, poorly fitted or top-dose-only effect, or another doubt; inactive = no such curve, though single readings can be large; an effect the other way counts as inactive or inconclusive.

SMILES	TCR act	Eya2 inh	ASM inhibitor	ELG1 DNA repair	Integrin act MD	Tb PFK block	AT treatment	Chronic BCR inh	PTAP TSG101 blk	Mito fusion act	TSHR antag
CCOC(=O)c1c(C(C#N)C#N)cc(C)nc1C	-35%	2%	-4%	-1%	5%	0%	4%	?	1%	0%	-2
CCOC(=O)c1sc(N)nc1-c1ccccc1	-3%[46.1 µM]	-1%	0%	6%	-20%	-1%	5%	?	2%	3%	-14
O=C(Nc1ccc2c(c1)CCC2)Nc1ccccc1F	4%	5%	-4%	?	-7%	1%	9%	?	-6%	-3%	-11
CCn1c(SCC(=O)Nc2nccs2)nnc1-c1ccccc1	-21%	16%	-2%	12%	10%	-1%	-1%	?	-2%	-2%	-3
COC(=O)c1sc2nc(CN3CCN(c4cccc(C(F)(F)F)c4)CC3)[nH]c(=O)c2c1C	-2%[46.1 µM]	0%	6%	2%	14%	-19%	-1%	17%	6%	2%	1
O=C(/C=C/c1cccc([N+](=O)[O-])c1)OC1CCCCC1=O (stereo not given)	-5%	6%	1%	12%	1%	-5%	-5%	-1%	0%	1%	4
CC(=O)c1cccc(CN2CCN(CC=C(C)C)C(CCO)C2)c1 (stereo not given)	1%	20%	0%	9%	-18%	0%	?	2%	-1%	-8%	22
O=C1NC2(CCSC2)C(=O)N1CC(=O)N(Cc1ccccc1)C1CCS(=O)(=O)C1 (stereo not given)	-3%	-5%	9%	21%	-14%	0%	9%	4%	-3%	-2%	3
Nc1nc2c(s1)COc1ccccc1-2	6%	1%	-2%	?	-32%	1%	1%[11.5 µM]	1%	-2%	28%	-3
COc1ccc(OCc2nnc(SCC(=O)Nc3ccccc3F)o2)cc1	8%	18%	0%	-5%	-18%	0%	3%	?	-10%	5%	-8
O=C1/C(=C\c2ccc3ccccc3c2)CCCc2ccccc21	-3%[46.1 µM]	-5%	-2%	?	-7%	0%	5%	?	0%	2%	-8
Cn1nnnc1Sc1ncnc2scc(-c3cccc(F)c3)c12	1%	-23%	1%	?	nt	-6%	22%	?	-3%	-10%	2
CC(=O)SCC(Cc1ccccc1)C(=O)NCC(=O)OCc1ccccc1 (stereo not given)	nt	6%	nt	nt	nt	0%	nt	-8%	nt	13%	1
Cc1sc(NC(=O)c2ccc(=O)n(C)n2)nc1-c1ccccc1	4%	10%	-9%	-15%	-49%[inhibitor]	-3%	-2%	-27%	2%	-12%	3
CC(C)(C)c1nc(CN2CCCCC2)cc(CN2CCCCC2)c1O	0%	6%	1%	?	-59%[inhibitor]	-1%	-3%	2%	0%	-7%	-6
c1ccc(-c2ccnc3ncnn23)nc1	10%	0%	18%	1%	2%	-1%	-1%	6%	-4%	1%	6
Cc1ccc(N2CC(C(=O)Nc3nnc(SCc4cccnc4)s3)CC2=O)cc1 (stereo not given)	-5%	-20%	-2%	3%	-11%	1%	-4%	-1%	-6%	-1%	-8
CC(=O)Nc1nc(C)c(Cc2ccccc2)c(=O)[nH]1	20%	-6%	3%	-3%	10%	0%	14%	1%	-4%	1%	-7
Cn1ccnc1C1CCCCN1C(=O)c1cc(COc2ccc(F)cc2F)on1 (stereo not given)	10%	-2%	2%	0%	18%	-4%	7%	0%	-2%	-1%	-2
CCn1nnc2cc(C(=O)N3CCC(C(=O)OC)CC3)ccc21	0%[46.1 µM]	3%	0%	?	-8%	12%	3%	-1%	-5%	nt	-5
Cn1ncc(Br)c1C(=O)NC1CCCCCC1	1%	-10%	-1%	15%	-15%	3%	-3%	-1%	-6%	3%	10
COc1ccc(S(=O)(=O)N(CC(=O)N/N=C/c2cccs2)c2ccc(C)cc2)cc1OC	-2%	10%	-7%	?	7%	9%	-3%	2%	-2%	3%	-7
CN(C)CCNC(=O)c1onc(CSc2ccc(F)cc2)c1C(=O)NCCN(C)C	8%	-9%	-1%	10%	-32%	2%	-3%	-7%	-1%	-16%	-1
COc1ccc(-c2cn(CCC(=O)NCc3ccc(C)cc3)c(CCN)n2)cc1	2%	3%	2%	0%	-6%	6%	17%	0%	-10%	-2%	-2
O=C(NCc1ccon1)C1CCC(=O)N(Cc2cccc(C(F)(F)F)c2)C1 (stereo not given)	-4%	6%	5%	18%	-11%	-5%	0%	5%	4%	-22%	5
SMILES	TCR act	Eya2 inh	ASM inhibitor	ELG1 DNA repair	Integrin act MD	Tb PFK block	AT treatment	Chronic BCR inh	PTAP TSG101 blk	Mito fusion act	TSHR antag
c1ccc(-c2ccc(-c3ccccn3)s2)nc1	-1%	12%	168%[activator]	?	-41%	-9%	7%	?	-1%	-2%	-11
COc1ccc(NC(=O)CN(C)C(=O)CCC2CCCC2)cc1	0%	-2%	3%	14%	-8%	-1%	29%	-3%	-5%	-1%	13
Cc1ccc(S(=O)(=O)N/N=C\c2cn(-c3ccccc3)nc2-c2ccccc2)cc1	nt	-10%	?	27%	?	0%	-2%	28%	-4%	0%	26
CCOc1ccc(Br)cc1C(=O)N/N=C/c1ccc([N+](=O)[O-])cc1	-5%	-7%	-1%	7%	2%	3%	-1%	?	0%	6%	-4
CC(C)C(NC(=O)c1ccccc1)C(=O)N/N=C\c1ccco1 (stereo not given)	3%[46.1 µM]	9%	6%	-11%	15%	3%	2%	3%	0%	-11%	-2
CCOC(=O)CCn1nc(-c2ccccc2)cc1N	16%	4%	-1%	?	14%	0%	0%	3%	-6%	0%	20
O=C(CN1CCSCC1)N/N=C/c1ccc(F)c(F)c1	-5%	0%	-2%	?	42%	-11%	nt	16%	-6%	9%	8
COc1ccccc1NC(=O)Cn1c([N+](=O)[O-])cnc1C	4%	-24%	0%	1%	-5%	-3%	1%	1%	2%	-1%	-14
Cc1ccc(/C=N/NC(=O)c2cccs2)s1	0%[46.1 µM]	-16%	5%	?	?	-1%	3%	?	0%	-1%	2
COc1ccc(C2CC(=O)Nc3ccccc3S2(=O)=O)cc1OC (stereo not given)	6%	-15%	4%	-19%	9%	-6%	4%	?	-4%	-7%	41
Cc1ccc(CSCC(=O)N2CCCC2)cc1	6%	-11%	0%	-10%	7%	2%	-4%	9%	4%	9%	5
O=C(NC(=S)NCc1ccccc1)C1CC1	-4%	-1%	6%	5%	-11%	2%	3%	1%	-2%	2%	0
CCC1CCC2(CC1)NC(=O)N(CC(=O)NCc1ccc(Cl)cc1)C2=O (stereo not given)	3%	-4%	1%	0%	-14%	-5%	2%	2%	3%	nt	nt

Compound profiles, as listed above. Values in the order: TCR act | Eya2 inh | ASM inhibitor | ELG1 DNA repair | Integrin act MD | Tb PFK block | AT treatment | Chronic BCR inh | PTAP TSG101 blk | Mito fusion act | TSHR antag
Shown for `Cc1ccc(CSCC(=O)N2CCCC2)cc1` → 6% | -11% | 0% | -10% | 7% | 2% | -4% | 9% | 4% | 9% | 5
Shown for `CC(C)C(NC(=O)c1ccccc1)C(=O)N/N=C\c1ccco1` (stereo not given) → 3%[46.1 µM] | 9% | 6% | -11% | 15% | 3% | 2% | 3% | 0% | -11% | -2
Shown for `COc1ccc(NC(=O)CN(C)C(=O)CCC2CCCC2)cc1` → 0% | -2% | 3% | 14% | -8% | -1% | 29% | -3% | -5% | -1% | 13
Shown for `CCC1CCC2(CC1)NC(=O)N(CC(=O)NCc1ccc(Cl)cc1)C2=O` (stereo not given) → 3% | -4% | 1% | 0% | -14% | -5% | 2% | 2% | 3% | nt | nt

Limited to AT treatment and Integrin act MD, for some of the entries so far:
| structure | AT treatment | Integrin act MD |
| --- | --- | --- |
| CC(C)C(NC(=O)c1ccccc1)C(=O)N/N=C\c1ccco1 (stereo not given) | 2% | 15% |
| CCOC(=O)CCn1nc(-c2ccccc2)cc1N | 0% | 14% |
| O=C(CN1CCSCC1)N/N=C/c1ccc(F)c(F)c1 | nt | 42% |
